GluA2 TARP mod = modulators of AMPA receptor GluA2-stargazin complexes | AID 1259245 | calls only at 30 µM | HEK293 GluA2+stargazin, membrane potential dye (FDSS), glutamate EC50; hits were called plate by plate, in both directions | actives 3.5% (n = 40,000);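 active = any of four per-well response measures lying three or more SD from its plate-wide compound average, in either direction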
Target sequence (O88602 whole entry, looked up): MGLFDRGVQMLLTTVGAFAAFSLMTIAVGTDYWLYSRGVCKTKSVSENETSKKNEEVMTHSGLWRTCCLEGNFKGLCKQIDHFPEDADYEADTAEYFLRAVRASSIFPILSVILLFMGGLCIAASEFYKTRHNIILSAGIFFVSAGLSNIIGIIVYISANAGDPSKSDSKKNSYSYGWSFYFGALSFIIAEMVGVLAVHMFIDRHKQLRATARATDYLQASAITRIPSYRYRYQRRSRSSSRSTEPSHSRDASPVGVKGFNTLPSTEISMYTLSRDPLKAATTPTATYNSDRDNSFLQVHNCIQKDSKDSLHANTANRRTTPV
Target sequence (P19491 whole entry, looked up): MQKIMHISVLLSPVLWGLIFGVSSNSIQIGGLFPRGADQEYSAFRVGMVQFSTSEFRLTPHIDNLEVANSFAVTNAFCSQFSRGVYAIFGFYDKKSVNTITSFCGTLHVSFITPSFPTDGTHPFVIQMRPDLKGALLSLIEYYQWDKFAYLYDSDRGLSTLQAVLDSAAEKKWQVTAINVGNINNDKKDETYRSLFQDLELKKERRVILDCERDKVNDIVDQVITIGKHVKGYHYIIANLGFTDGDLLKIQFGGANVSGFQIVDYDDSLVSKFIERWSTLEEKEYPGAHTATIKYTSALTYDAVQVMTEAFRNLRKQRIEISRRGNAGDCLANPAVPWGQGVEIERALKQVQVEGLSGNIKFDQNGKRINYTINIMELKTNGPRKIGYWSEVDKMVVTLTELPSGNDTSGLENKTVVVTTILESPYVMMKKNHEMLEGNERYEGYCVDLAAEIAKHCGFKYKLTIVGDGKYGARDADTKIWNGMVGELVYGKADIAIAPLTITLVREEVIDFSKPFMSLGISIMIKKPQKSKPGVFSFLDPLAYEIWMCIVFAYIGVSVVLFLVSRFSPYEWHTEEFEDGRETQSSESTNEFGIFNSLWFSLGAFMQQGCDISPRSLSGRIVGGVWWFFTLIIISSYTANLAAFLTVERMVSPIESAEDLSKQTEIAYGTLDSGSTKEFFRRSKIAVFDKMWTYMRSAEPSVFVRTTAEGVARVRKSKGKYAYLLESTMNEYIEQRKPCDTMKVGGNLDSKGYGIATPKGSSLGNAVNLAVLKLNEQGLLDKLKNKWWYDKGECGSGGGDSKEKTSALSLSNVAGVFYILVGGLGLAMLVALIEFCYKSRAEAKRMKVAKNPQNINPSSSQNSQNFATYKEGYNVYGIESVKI
GluA2 TARP mod agonism max-min = also measured in GluA2 TARP mod; calls as there; compound max-min signal; compound-alone response (agonism);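 unitless range of fluorescence divided by baseline over first 100 seconds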
GluA2 TARP mod glutamate slope = second read-out of GluA2 TARP mod, no call of its own (marks repeat the call); glutamate slope, % of max; measured here: glutamate response slope, % max;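 scaled per plate between vehicle wells and maximal 1 mM glutamate control wells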
* hit, by the source's call; i = inactive; + = active, no number.

SMILES	GluA2 TARP mod	GluA2 TARP mod agonism max-min	GluA2 TARP mod glutamate slope
COc1ccc(S(=O)(=O)CC(=O)Nc2ccc3sccc3c2)cc1	i	0.0446	47.6
CCCn1c(=O)c2c(nc3n2CC(C)CN3c2ccc(OC)cc2OC)n(C)c1=O (centres undefined)	i	0.0481	59.7
CS(=O)(=O)N1CCCC(C(=O)Nc2ccc(-c3nc4ccccc4o3)cc2)C1 (centres undefined)	i	0.0874	45.0
CCOc1ccc(-n2nnc(C(=O)NCCc3ccccc3)c2N)cc1	i	0.09	60.1
O=C(NCCC1=CCCCC1)C(=O)NCC1CCN(c2ccccn2)CC1	i	0.107	64.0
Cc1ccc(Oc2ccc(C(=O)N3CCOCC3)cc2)nn1	i	0.0572	55.4
Cn1c(=O)c2c(SCCO)ccnc2n(C)c1=O	i	0.121	57.1
COC(=O)Cn1c(C2CC(=O)N(c3c(C)cccc3C)C2)nc2ccccc21 (centres undefined)	i	0.089	47.4
COc1ccc(Cl)cc1NC(=O)c1ccc(=O)n(Cc2ccccc2Cl)c1	i	0.0838	62.3
CN(C)C(=O)Cc1ccc(NS(=O)(=O)c2ccc(Cl)s2)cc1	i	0.0819	49.6
CCOc1ccc(C(=O)Nc2ccc3c(c2)N(C(=O)c2ccccc2)CCC3)cc1OCC	i	0.0783	41.2
COc1ccc(OC)c2sc(NC(=O)CCCS(=O)(=O)c3ccc(Cl)cc3)nc12	i	0.109	56.4

Gathered by group: the entries above containing a Cl atom (3)
SMILES	GluA2 TARP mod	GluA2 TARP mod agonism max-min	GluA2 TARP mod glutamate slope
COc1ccc(Cl)cc1NC(=O)c1ccc(=O)n(Cc2ccccc2Cl)c1	i	0.0838	62.3
CN(C)C(=O)Cc1ccc(NS(=O)(=O)c2ccc(Cl)s2)cc1	i	0.0819	49.6
COc1ccc(OC)c2sc(NC(=O)CCCS(=O)(=O)c3ccc(Cl)cc3)nc12	i	0.109	56.4

Next part.
SMILES	GluA2 TARP mod	GluA2 TARP mod agonism max-min	GluA2 TARP mod glutamate slope
Cc1cc(C)c(S(=O)(=O)NCc2cccnc2)cc1N(C)S(=O)(=O)c1ccc(Cl)cc1	i	0.0718	68.3
Cc1ccc(CNC(=O)C(=O)NCC2CCN(C)CC2)cc1	i	0.0931	63.8
Cc1ccc(Cl)cc1NC(=O)C(=O)NCCCN1CCCC1=O	i	0.052	53.7
Cc1nnc(-c2cn(CC(=O)NCCc3ccccc3)c3ccccc23)o1	i	0.0962	52.2
Cc1cc(=O)[nH]c(-n2nc(C3CC3)cc2NC(=O)Cc2ccc(-c3ccccc3)cc2)n1	i	0.12	65.1
S=C(Nc1ccc(Nc2ccccc2)cc1)N1CCN(c2ccccn2)CC1	i	0.0778	-1.9
O=S(=O)(Cc1ccc(F)cc1)N1CCCN(CCn2cccn2)CC1	i	0.106	70.6
O=C(CSc1nc(=O)n(CC2CCCO2)c2c1CCC2)NCCc1ccccc1 (centres undefined)	i	0.0651	48.2
COCC(=O)Nn1cnc2c(cnn2-c2ccc(C)cc2)c1=O	i	0.0793	75.7
O=c1c2sccc2nc(SCc2nc(-c3ccc4c(c3)OCO4)no2)n1Cc1ccccc1	i	0.0783	67.9
CS(=O)(=O)N1CCCC(C(=O)Nc2nnc(-c3ccccc3)o2)C1 (centres undefined)	i	0.0668	52.9
COc1ccc(Cl)cc1NC(=O)CN1CCN(S(=O)(=O)c2ccc(Cl)cc2)CC1	i	0.0612	69.3

Some of the entries so far, with two lines to a compound.
The line under a structure holds: GluA2 TARP mod	GluA2 TARP mod agonism max-min	GluA2 TARP mod glutamate slope
- COc1ccc(S(=O)(=O)CC(=O)Nc2ccc3sccc3c2)cc1
→ i	0.0446	47.6
- CCCn1c(=O)c2c(nc3n2CC(C)CN3c2ccc(OC)cc2OC)n(C)c1=O (centres undefined)
→ i	0.0481	59.7
- CS(=O)(=O)N1CCCC(C(=O)Nc2ccc(-c3nc4ccccc4o3)cc2)C1 (centres undefined)
→ i	0.0874	45.0
- CCOc1ccc(-n2nnc(C(=O)NCCc3ccccc3)c2N)cc1
→ i	0.09	60.1
- O=C(NCCC1=CCCCC1)C(=O)NCC1CCN(c2ccccn2)CC1
→ i	0.107	64.0
- Cc1ccc(Oc2ccc(C(=O)N3CCOCC3)cc2)nn1
→ i	0.0572	55.4
- Cn1c(=O)c2c(SCCO)ccnc2n(C)c1=O
→ i	0.121	57.1
- COC(=O)Cn1c(C2CC(=O)N(c3c(C)cccc3C)C2)nc2ccccc21 (centres undefined)
→ i	0.089	47.4
- COc1ccc(Cl)cc1NC(=O)c1ccc(=O)n(Cc2ccccc2Cl)c1
→ i	0.0838	62.3
- CN(C)C(=O)Cc1ccc(NS(=O)(=O)c2ccc(Cl)s2)cc1
→ i	0.0819	49.6
- CCOc1ccc(C(=O)Nc2ccc3c(c2)N(C(=O)c2ccccc2)CCC3)cc1OCC
→ i	0.0783	41.2
- COc1ccc(OC)c2sc(NC(=O)CCCS(=O)(=O)c3ccc(Cl)cc3)nc12
→ i	0.109	56.4
- Cc1cc(C)c(S(=O)(=O)NCc2cccnc2)cc1N(C)S(=O)(=O)c1ccc(Cl)cc1
→ i	0.0718	68.3
- Cc1ccc(CNC(=O)C(=O)NCC2CCN(C)CC2)cc1
→ i	0.0931	63.8
- Cc1ccc(Cl)cc1NC(=O)C(=O)NCCCN1CCCC1=O
→ i	0.052	53.7
- Cc1nnc(-c2cn(CC(=O)NCCc3ccccc3)c3ccccc23)o1
→ i	0.0962	52.2
- Cc1cc(=O)[nH]c(-n2nc(C3CC3)cc2NC(=O)Cc2ccc(-c3ccccc3)cc2)n1
→ i	0.12	65.1
- S=C(Nc1ccc(Nc2ccccc2)cc1)N1CCN(c2ccccn2)CC1
→ i	0.0778	-1.9
- O=S(=O)(Cc1ccc(F)cc1)N1CCCN(CCn2cccn2)CC1
→ i	0.106	70.6
- O=C(CSc1nc(=O)n(CC2CCCO2)c2c1CCC2)NCCc1ccccc1 (centres undefined)
→ i	0.0651	48.2

Carrying on:
SMILES	GluA2 TARP mod	GluA2 TARP mod agonism max-min	GluA2 TARP mod glutamate slope
COc1ccc(-c2cc(=O)c3cc(Cl)ccc3o2)cc1OC	i	0.11	47.5
CCN(CC)C(=O)Cn1cc(C(=O)C(=O)N2CCOCC2)c2ccccc21	i	0.0527	54.4
COC(=O)N1CCc2c(sc(NC(=O)c3ccccc3)c2-c2nc3ccccc3s2)C1	i	0.0693	34.0
COC(=O)c1ccc(NC(=O)CN2CCC(c3nnc(C)s3)CC2)cc1	i	0.0742	57.5
CCOc1cccc2c1OC(c1ccccn1)N1N=C(c3cccc(O)c3)CC21 (centres undefined)	i	0.0559	40.2
COc1ccc(SCCC(=O)Nc2nnc(-c3cccs3)o2)cc1	i	0.11	58.4
CSc1ccccc1NC(=O)C(=O)NCC1CCCO1 (centres undefined)	i	0.0756	76.7
CC(O)(CNC(=O)c1ccccc1C(F)(F)F)c1ccc2c(c1)OCO2 (centres undefined)	i	0.117	51.3
O=C(CSc1ccccc1)N(CCCn1ccnc1)c1nc2c(Cl)cccc2s1	i	0.0938	58.4
C=CCOC(=O)C1=C(C)NC(=O)NC1c1ccc(O)c(OC)c1 (centres undefined)	i	0.0825	58.2
C=C(C)CN1CCN(c2cc(C)nc3c(-c4ccccc4OC)c(C)nn23)CC1	i	0.123	61.3
O=C(CN1C(=O)c2ccccc2S1(=O)=O)Nc1ncc([N+](=O)[O-])s1	i	0.116	56.0
O=C(Nc1ccc(OC(F)(F)F)cc1)C(=O)Nc1ccccc1[N+](=O)[O-]	i	0.114	56.7
CC(C)n1nccc1-c1nnc(NC(=O)Cc2ccc3c(c2)OCO3)o1	i	0.0463	29.2
O=C(NCCn1nc(-c2cccnc2)ccc1=O)c1ccco1	i	0.0949	54.2
COC(=O)C1=C(C)NC(C)=C(C(=O)OC)C1c1ccc(NC(C)=O)cc1	i	0.0653	32.2
O=C(CCS(=O)(=O)c1ccccc1)Nc1cc(-c2ccco2)nn1CCO	i	0.102	51.6
CNC(=O)CSc1nc(-c2ccccc2)c(NC(=O)COc2ccc(C)cc2)s1	i	0.0513	55.0
O=C(CN1CCCC(c2nc3ccccc3[nH]2)C1)Nc1ccc(C(F)(F)F)cc1 (centres undefined)	i	0.1	58.6
O=C(Nc1ccccc1F)c1ccc2c(c1)ncn2-c1ccccc1	i	0.071	70.9
CCC(=O)N1CCN(c2ccc(-c3ccc(OC)c(OC)c3)nn2)CC1	i	0.044	27.4
O=C(NCCc1csc2nc(-c3cccc(F)c3)nn12)c1ccno1	i	0.135	57.6
COc1ccc(-c2cc3c(=O)[nH]nc(SCc4nc(-c5cccc(Cl)c5)no4)n3n2)cc1OC	i	0.148	67.4
CCc1cc(CC)n(-c2nc3c(c(=O)n(CC(N)=O)c(=O)n3C)n2Cc2ccccc2C)n1	i	0.0829	59.1
COc1ccc(S(=O)(=O)Nc2ccc(C(=O)Nc3sc4c(c3C(N)=O)CCCC4)cc2)cc1	i	0.103	60.3
Cc1[nH]c2ccccc2c1C(=O)C(=O)Nn1cnc2c(cnn2C(C)(C)C)c1=O	i	0.0362	39.1
N#Cc1nc(-c2ccc(S(=O)(=O)N3CCCCCC3)cc2)oc1N1CCc2ccccc2C1	i	0.102	34.5
O=C(/C=C/c1ccco1)N1CCC(Oc2nc3c(F)cc(F)cc3s2)CC1	i	0.12	49.2
FC(F)(F)c1ccccc1Nc1nc(=S)[nH]c2ccccc12	i	0.0952	66.3
COc1ccc(-n2nnc3c(N4CCN(C(=O)COc5ccc6ccccc6c5)CC4)ncnc32)cc1	i	0.0861	62.2
O=CC1=Cc2cc(Cl)ccc2OC1	i	0.106	60.3
Cc1cc(C)nc(SCc2c(C(=O)NCc3ccc(F)cc3)nnn2-c2ccccc2)n1	i	0.0655	58.4
O=[N+]([O-])c1cnc(Cl)nc1NCc1ccccc1	i	0.104	70.3
COCCn1c(N2CCN(Cc3cccc4ccccc34)CC2)nc2c1c(=O)[nH]c(=O)n2C	i	0.0602	5.1
O=C(NCCN1CCN(c2ccccn2)CC1)c1ccccc1Cl	i	0.0523	64.5
COc1cc(C2=NN3C(=O)c4ccccc4C3C2)cc(OC)c1OC (centres undefined)	i	0.165	54.6
COc1ccc(-c2ccc(=O)n(CCCC(=O)Nc3c(C)cccc3C)n2)cc1OC	i	0.0572	26.8
CN(C)C(CNC(=O)Cc1cccs1)c1ccccc1Cl (centres undefined)	i	0.0994	53.0
CCCNC(=O)Cn1c(=O)c2c(N3CCN(C(C)=O)CC3)ccnc2n(C)c1=O	i	0.12	71.4
COC(=O)c1ccccc1N=Nc1c(N)[nH]n(-c2ccccc2)c1=O	+	0.236*	57.3*
CC1CCN(C(=O)N2CCN(S(=O)(=O)c3ccccc3)CC2)CC1	i	0.0789	76.7
CCCC(CCC)C(=O)NCCS(=O)(=O)N1CCN(c2ncccn2)CC1	i	0.0629	46.1
Cc1cc(N)ccc1N1CCCCC1=O	i	0.0271	44.4
NS(=O)(=O)c1ccc(NC(=O)CCCS(=O)(=O)c2ccccc2)cc1	i	0.0671	69.9
COCCn1c(C(=O)Nc2ccccc2Cl)cc2c(=O)n(C)c(=O)n(C)c21	i	0.119	52.0
O=S(=O)(c1ccc(F)cc1F)N1CCN(Cc2nc(-c3cccs3)cs2)CC1	i	0.128	60.0
COc1ccc(C)cc1-n1nnc(S(=O)(=O)c2ccc(C)cc2)c1C	i	0.059	70.8
CSc1ccccc1C(=O)NCC1CCN(S(C)(=O)=O)CC1	i	0.0574	42.5
CC(C)(C)NC(=O)NCC(O)Cc1ccccc1 (centres undefined)	i	0.14	70.9
CCC1CCCCN1C(=O)c1cc2c(=O)n3cc(C)ccc3nc2n1Cc1ccccc1 (centres undefined)	i	0.045	84.2
O=C(Cc1cccc2ccccc12)NCC(c1cccs1)N1CCOCC1 (centres undefined)	i	0.0403	28.6
COc1ccc(C(=O)NCCCn2nc(-c3ccc(F)cc3)ccc2=O)c(OC)c1	i	0.0668	62.2
CCOc1ccc(S(=O)(=O)NCC(O)c2ccc(C(F)(F)F)cc2)cc1C (centres undefined)	i	0.172	52.5
CC(C)(C)OC(=O)N1CCC(NC(=O)c2ccccc2)CC1	i	0.0615	56.2
Cc1ccc(Cl)c2sc(N(CC3CCCO3)C(=O)C3CCCC3)nc12 (centres undefined)	i	0.0692	64.3
CC(C)c1ccc(OCC(O)CN2CCN(Cc3ccc4c(c3)OCO4)CC2)cc1 (centres undefined)	i	0.0896	34.0
CCCNC(=O)CCCCn1c(=O)c2ccccc2n(CC(=O)NCc2ccc3c(c2)OCO3)c1=O	i	0.0326	59.8
Cc1cc(C(=O)NCc2n[nH]c(=O)c3ccccc23)c(C)o1	i	0.148	56.3
Cc1c(C(=O)N2CCOCC2)oc2c1C1(CCC2)SCCS1	i	0.0859	59.7
Cc1ccc(C(=O)CNC(=O)c2ccc(-c3ccccc3Cl)o2)cc1	i	0.117	55.6
New compounds follow.
SMILES	GluA2 TARP mod	GluA2 TARP mod agonism max-min	GluA2 TARP mod glutamate slope
C[N+]1(CC(O)COc2ccc(C34CC5CC(CC(C5)C3)C4)cc2)CCCCCC1 (centres undefined)	i	0.0748	57.8
COc1ccccc1CNC(=O)CN1C(=O)c2ccccc2S1(=O)=O	i	0.0912	42.7
CCOc1ccc(-c2noc(C3CCN(S(=O)(=O)c4ccc(Cl)cc4)CC3)n2)cc1	i	0.103	59.4
COc1ccc(S(=O)(=O)NCCNc2cc(-n3nc(C)cc3C)ncn2)cc1Cl	i	0.146	48.5

Not all compounds are listed, so the mix of outcomes need not match the whole.
